POLH inh: blocks human DNA polymerase eta activity | Q9Y253 | recombinant Pol eta, fluorescent DNA replication assay | Potency, µM (titrated, usually from 114 µM), for the others: at the highest dose activity change, negative = inhibition, usual class: inhibitors | 1.2% of 390,000 active | AID 588591; note: potency is the fitted concentration of half-maximal effect; % is set by controls: 0 for no effect and ±100 for the full control effect
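Pol eta (10 nM) was preincubated with compounds for 15 min at room temperature, after which fluorescent replication substrate (50 nM final) was added to start the reaction. Fluorescence was read kinetically at 0 and 10 min.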
POLK inh: inhibitors of human DNA polymerase kappa; Q9UBT6; purified Pol kappa, fluorescent DNA synthesis assay, 10 min; Potency, µM (titrated, usually from 107 µM), inactives show at the top dose activity, negative = inhibition, usual class: inhibitors; 0.53% of 400,000 active; AID 588579; note: potency is the fitted concentration of half-maximal effect; % is set by controls: 0 for no effect and ±100 for the full control effect
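Fluorescent qHTS in 1536-well format: enzyme (10 nM) and compound sat 15 min at room temperature before 50 nM substrate (final) was added. Signal taken at 0 and 10 min; no-enzyme buffer wells were negative controls.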
POLI inh: inhibitors of human DNA polymerase iota | Q9UNA4 | Potency, µM (top dose mostly 115 µM), without a hit: top-dose activity, negative = inhibition, most hits filed as inhibitors | Pol iota fluorescent replication assay, 10 min | 1% of 390,000 active; note: potency is the fitted concentration of half-maximal effect
Target sequence (Q9UNA4 whole entry, looked up): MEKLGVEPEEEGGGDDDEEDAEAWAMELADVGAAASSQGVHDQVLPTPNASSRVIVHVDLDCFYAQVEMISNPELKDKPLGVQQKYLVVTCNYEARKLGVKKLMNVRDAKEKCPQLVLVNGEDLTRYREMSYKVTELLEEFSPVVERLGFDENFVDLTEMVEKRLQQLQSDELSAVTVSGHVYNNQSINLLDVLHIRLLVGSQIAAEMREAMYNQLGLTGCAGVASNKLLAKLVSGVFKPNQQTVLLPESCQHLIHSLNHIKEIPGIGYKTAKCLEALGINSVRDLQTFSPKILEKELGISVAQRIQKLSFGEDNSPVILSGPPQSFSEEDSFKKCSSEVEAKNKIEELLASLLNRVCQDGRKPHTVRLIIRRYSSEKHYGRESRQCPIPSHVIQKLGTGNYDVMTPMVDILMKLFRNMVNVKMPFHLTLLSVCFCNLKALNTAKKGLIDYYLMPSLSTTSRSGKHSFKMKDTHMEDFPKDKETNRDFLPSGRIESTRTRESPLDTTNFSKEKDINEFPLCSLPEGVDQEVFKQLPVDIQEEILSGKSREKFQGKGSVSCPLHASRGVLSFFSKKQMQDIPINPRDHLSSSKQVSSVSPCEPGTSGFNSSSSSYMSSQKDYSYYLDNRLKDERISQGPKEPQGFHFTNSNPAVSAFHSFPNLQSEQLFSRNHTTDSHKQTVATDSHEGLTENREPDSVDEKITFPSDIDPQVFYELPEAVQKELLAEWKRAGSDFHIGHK
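Pol iota at 10 nM preincubated 15 min with compounds at room temperature; reaction started with fluorescent substrate, 50 nM final. Fluorescence read kinetically at 0 and 10 min; buffer-only wells as negative control.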
Tb PGK inh: T. brucei PGK inhibition. P07378. PGK/GAPDH coupled, Kinase-Glo luminescence, 60 min. Potency, µM (top dose mostly 57.5 µM), for inactives: top-dose activity change, negative = inhibition, hits mostly inhibitors. 0.043% of 380,000 active; note: potency is the fitted concentration of half-maximal effect; % is set by controls: 0 for no effect and ±100 for the full control effect; nearly all actives have a fitted effect of over 60% in size
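Luminescent ATP detection (Kinase-Glo Plus) follows a 60-minute room-temperature incubation, with wells lacking PGK as controls. Buffer: 100 mM TEA (pH 7.6), 5 mM MgCl2, 0.01% Tween-20. Coupling enzyme GAPDH (100 nM final) supplies unstable 1,3-BPG in-well.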
Pol beta inh: blocks human DNA polymerase beta activity; 1.3% of 340,000 active; Potency, µM (titrated, usually from 114 µM), for inactives: top-dose activity change, negative = inhibition, hits mostly inhibitors; P06746; Pol beta primer extension/strand displacement, fluorescence kinetic; note: potency is the fitted concentration of half-maximal effect; % is set by controls: 0 for no effect and ±100 for the full control effect
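Preincubation: enzyme (10 nM) with compound, 15 min, RT. Reaction: substrate added to 50 nM final. Reads: 0 and 10 min. Analysis: normalized, Hill fit.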
Apoferritin bind: binds horse apoferritin like a general anesthetic; P02791; apoferritin/1-aminoanthracene competitive binding, fluorescence; Potency, µM (doses to about 77.5 µM), for the others: top-dose activity change, negative = displacement, most hits filed as inhibitors; 0.074% of 350,000 active; note: potency is the fitted concentration of half-maximal effect; % is set by controls: 0 for no effect and ±100 for the full control effect; nearly all actives have a fitted effect of over 20% in size
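10 uM apoferritin + 50% sat. 1-AMA, PBS; cpd 10 min RT; Ex380/Em535 endpoint; normalized to free probe vs complex; 4-param Hill fit; propofol titration as pos. ctrl.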
APE1 inh: blocks human APE1 abasic DNA cleavage; recombinant APE1, TAMRA/BHQ-2 abasic DNA cleavage fluorescence; 0.35% of 350,000 active; Potency, µM (doses to about 65.8 µM), for the others: at the top dose activity change, negative = inhibition, usual class: inhibitors; P27695;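 note: potency is the fitted concentration of half-maximal effect; plate controls were vehicle for no effect and reference inhibitor for full effect; nearly all actives have a fitted effect of over 55% in size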
Target sequence (P27695 whole entry, looked up): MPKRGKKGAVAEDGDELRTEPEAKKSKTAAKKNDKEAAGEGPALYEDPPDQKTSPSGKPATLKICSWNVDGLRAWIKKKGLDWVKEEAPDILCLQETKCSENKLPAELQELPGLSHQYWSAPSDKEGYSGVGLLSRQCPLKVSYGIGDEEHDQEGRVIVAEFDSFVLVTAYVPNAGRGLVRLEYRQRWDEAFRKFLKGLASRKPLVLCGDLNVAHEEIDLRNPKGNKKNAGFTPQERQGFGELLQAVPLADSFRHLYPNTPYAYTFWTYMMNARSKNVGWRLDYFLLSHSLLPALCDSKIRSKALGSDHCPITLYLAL
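APE1 at 0.75 nM final was preincubated with compound 15 min at room temperature, then 50 nM double-stranded THF abasic-site substrate (5'-TAMRA/3'-BHQ-2) was added. Fluorescence (ex 525/em 598 nm) was read kinetically; third-minus-first read gave activity.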
RXFP1 antag: RXFP1 (human) relaxin receptor antagonism | Q9HBX9 | HEK293-RXFP1, relaxin-stimulated cAMP HTRF, 30 min; hits give low values | activity change, negative = inhibition, % at 57.5 µM | 0.59% of 350,000 active | AID 1259400;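 active = activity change of -60% or lower, but not beyond a set lower limit; inconclusive = change between -60% and -40%, or beyond the set limit; inactive = change above -40%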; note: % is set by controls: 0 for no effect and ±100 for the full control effect
BLM inh: inhibitors of human Bloom syndrome helicase BLM. P54132. recombinant BLM DNA unwinding, fluorescence dequenching. Potency, µM (titrated, usually from 56.1 µM), without a hit: at the highest dose activity change, negative = inhibition, most hits filed as inhibitors. 0.2% of 350,000 active;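 note: potency is the fitted concentration of half-maximal effect; plate controls were vehicle for no effect and no enzyme for full effect; nearly all actives have a fitted effect of over 35% in size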
Active calls of the source: *; i = inactive; ? = inconclusive; . = not tested or not shown; & = joins results of further samples; [ ] = remark or other dose. Unless noted, calls come from the whole dose curve; as a rule, active = well fitted curve in the direction sought with a large enough effect; inconclusive = small, poorly fitted or top-dose-only effect, or another doubt; inactive = no such curve, though single readings can be large; an effect the other way counts as inactive or inconclusive.

SMILES | POLH inh | POLK inh | POLI inh | Tb PGK inh | Pol beta inh | Apoferritin bind | APE1 inh | RXFP1 antag | BLM inh
CCCCCCOc1ccc(OCC(O)CN2C(=O)NC(C)(C)C2=O)cc1 (stereo not drawn) | -3% | -10% | -8% | 4% | 23% | ? | 14% | 1 | -1%
COc1cc(SC)ccc1C(=O)OCc1nc2ccsc2c(=O)[nH]1 | 1% | 1% | 32%[activator] | i | . | . | 21% | -11 | .
COc1ccc(CC(=O)NNC(=O)c2ccccn2)cc1 | -6% | -5% | -4% | 8% | 61% | -3% | 45% | -61* | -2%
CCOc1ccc(NC(=O)c2ccc(Cl)c(NC(=O)c3ccco3)c2)cc1 | -4% | -12% | 147%[activator] | -3% | 3% | -2% | 4% | -10 | -2%
CC(CCC(=O)O)C1CCC2C3C(O)CC4CC(O)CCC4(C)C3CC(O)C12C (stereo not drawn) | 1% | -4% | -14% | -2% | -3% | -8% | -10% | . | 2%
COc1ccc(S(=O)(=O)N(C)c2ccc(C(=O)N3CCN(C)CC3)cc2)cc1 | -17% | 9% | 14% | i | -16% | -6% | 46%[activator] | -13 | -6%
COc1ccccc1NC(=O)c1cc2c(=O)oc3ccc(C)cc3c2s1 | -5% | -5% | 17% | i | 4% | 2% | . | 0 | -3%
COc1ccc(OC)c(/C=C(\C#N)c2nc(-c3ccc(F)cc3)cs2)c1 | ? | -20%[60.1 µM] | 5% | -3% | 6% | -3% | . | -6 | -7%
O=C(COC(=O)CCN1C(=O)/C(=C\C=C\c2ccccc2)SC1=S)Nc1ccc(Br)cc1 | -12% | -11% | 93%[activator] | -3% | -22% | -15% | 4% | 1 | -18%
O=C(COC(=O)c1cc(S(=O)(=O)N2CCOCC2)c(Cl)cc1Cl)Nc1ncc(C(F)(F)F)cc1Cl | -10% | -4% | 49%[activator] | -6% | -26% | -11% | -3% | 2 | 0%
COc1ccc(C2C3=C(CC(C)(C)CC3=O)Nc3c2c(=O)[nH]c(=O)n3Cc2ccccc2)cc1OC (stereo not drawn) | 6% | -4% | -3%[58.9 µM] | i | 3% | -13% | -4% | 9 | -2%
Cc1ccc(CNC(=O)COC(=O)c2ccc(Br)o2)cc1 | 0% | -10% | -1% | -7% | . | . | 7% | 2 | .
CCCCN(C)C(=O)CSc1nc(NCc2ccc(OC)cc2)c2ccccc2n1 | -18% | -5% | 3% | -1% | 3% | -14% | -7% | -5 | -1%
CC(C)CNS(=O)(=O)c1ccc(CCC(=O)NCc2ccncc2)cc1 | 4% | 9% | -3% | i | 2% | -1% | 3% | 2 | 2%
COc1ccc(NC(C(=O)Nc2cccc(C(C)=O)c2)c2ccccc2)cc1 (stereo not drawn) | -13% | -8% | -16% | 0% | 20% | -7% | -2% | 4 | -6%
Cc1nc(NCCCN2CCOCC2)c2cnn(-c3ccccc3)c2n1 | -11% | -4% | 65%[activator] | 1% | . | . | . | 2 | .
CCOC(=O)c1[nH]c(C)c(C(=O)OCC(=O)N(Cc2ccccc2)C(C)C)c1C | -18% | -16% | 13% | 0% | . | . | 15% | -6 | .
COC(=O)c1cc(OC)ccc1-c1ccc(OC)cc1 | -4% | -14% | 11% | -5% | -19% | -12% | 1% | -2 | -6%
CCC(C)[C@H](NC(=O)C1CC(=O)N(c2ccc3c(c2)OCCO3)C1)C(=O)N1CCCCC1 (stereo partly drawn) | -26% | -7% | 34%[activator] | -8% | 29% | -5% | 25% | -2 | -2%
CN(CCCC(=O)Nc1ccc(OC(F)F)cc1)S(=O)(=O)c1ccc(F)cc1 | -17% | -2% | 41%[activator] | -1% | -12% | -4% | 26% | -2 | -6%
COc1cc(C(=O)Oc2c(CN3CCOCC3)cc(Cl)c3cccnc23)cc(OC)c1OC | -15% | -4% | -5% | -1% | 27% | -21% | 2% | . | -2%
O=C(Nc1ccccc1C(=O)N1CCOCC1)c1ccncc1 | -5% | -18% | 3% | -3% | 0% | -10% | -6% | -2 | 2%
Oc1ccc(Br)cc1-c1ccnn1-c1ccccc1 | 6% | -7% | 130%[activator] | -5% | 4% | -16% | 1% | 5 | -6%
COc1ccccc1NC(=O)CNC(=O)c1ccc(F)cc1 | -4% | -1% | 18% | -7% | 18% | -9% | 18% | -13 | -1%
COc1ccc(C(C)(C)C)cc1NC(=O)COC(=O)C1=NNC(=O)CC1 | -20% | -3% | 31% | 1% | . | . | 19% | 5 | .
C=C[C@]1(C)CC(=O)[C@@]2(O)[C@@]3(C)C(O)CCC(C)(C)C3C(O)C(OC(C)=O)[C@@]2(C)O1 (stereo partly drawn) | . | -3%[60.1 µM] | . | . | . | 2% | -1% | . | 3%
Cc1ccc(C)c(-n2c(SCC(N)=O)nnc2-c2ccccn2)c1 | -5% | 1% | 13% | 5% | 35%[activator] | -8% | -1% | -10 | -3%
CC(=O)N1CCN(C(=O)c2ccc3c(c2)S(=O)(=O)c2ccccc2C3=O)CC1 | -10% | -1% | -13% | -5% | 8% | 8% | 65%[activator] | -5 | -2%
Cc1cc(/C=C2\SC(=O)N(C)C2=O)c(C)n1-c1ccc(S(N)(=O)=O)cc1 | -5% | -12% | -5% | -6% | 13% | 4% | -11% | -4 | -2%
COc1cccc(C2C3(C#N)C(N)=NC(OC)(OC)C23C#N)c1 (stereo not drawn) | -21% | 2% | -1% | -3% | 0% | -5% | 2% | -6 | -4%

Whole records from above.
Cc1ccc(C)c(-n2c(SCC(N)=O)nnc2-c2ccccn2)c1 across the screens: POLH inh: -5%; POLK inh: 1%; POLI inh: 13%; Tb PGK inh: 5%; Pol beta inh: 35%[activator]; Apoferritin bind: -8%; APE1 inh: -1%; RXFP1 antag: -10; BLM inh: -3%
Oc1ccc(Br)cc1-c1ccnn1-c1ccccc1 across the screens: POLH inh: 6%; POLK inh: -7%; POLI inh: 130%[activator]; Tb PGK inh: -5%; Pol beta inh: 4%; Apoferritin bind: -16%; APE1 inh: 1%; RXFP1 antag: 5; BLM inh: -6%

(cont.)
SMILES | POLH inh | POLK inh | POLI inh | Tb PGK inh | Pol beta inh | Apoferritin bind | APE1 inh | RXFP1 antag | BLM inh
CCOc1cc(C=O)ccc1OCC(N)=O | -22% | 6% | 22% | -7% | 0% | 0% | 4% | 3 | -1%
O=C(Nc1ccc([N+](=O)[O-])cc1)N1CCCCCC1 | -22% | -2% | 48%[activator] | -2% | 13% | ? | 12% | 2 | -1%
Cc1c(Cl)cccc1-n1nnc(-c2nc(-c3ccc4c(c3)OCO4)no2)c1C | . | 27% | 1% | . | 0% | -12% | . | 5 | 1%
CCOC(=O)C1=C(N)N(c2ccc(N3CCCCC3)cc2)C(=O)C1 | -6% | -1% | -10% | -2% | 9% | ? | 15% | -10 | -3%
Cc1ccc2[nH]c(C)c(CC(=O)O)c2c1 | 13% | -3% | 0% | . | -1% | 65%[activator] | 13% | -2 | -4%
CCOc1cccc(-c2nn3c(-c4ccccn4)nnc3s2)c1 | 5% | 8% | 23% | -5% | 29% | -19% | 9% | 11 | -12%
CCN(CC)CCNC(=O)c1cn(CC)c2ccc(S(=O)(=O)N(C)C3CCCCC3)cc2c1=O | -9%&-20% | -9%&7% | 2%&14% | 2%&0% | 1%&-1% | -19%&-15% | -8% | -4 | 6%&-7%
CC(C)(C)NS(=O)(=O)c1ccc(C(=O)Nc2ccc3c(c2)OCO3)cc1 | -3% | -6% | 39%[activator] | 7% | -2% | -4% | -11% | 8 | -6%
CC(NC(=O)c1ccccc1)C(=O)OCn1nnc2ccccc2c1=O (stereo not drawn) | 3% | -21% | 0% | 0% | . | . | 14% | -2 | .
CCOC(=O)N1CCC(NC(=O)CS(=O)Cc2nc(-c3ccc(Cl)cc3)oc2C)CC1 (stereo not drawn) | -8% | -6% | -18% | -5% | 21% | -6% | -5% | 3 | -2%
CC1CC1C(=O)Nc1ccc(S(=O)(=O)N2CCCCC2)cc1 (stereo not drawn) | -10% | -9% | -9% | -8% | . | . | -6% | 0 | .
COc1ccc(CNC(=O)C(CC(C)C)N2Cc3ccccc3C2=O)cc1 (stereo not drawn) | -16% | -2% | 13% | -2% | -13% | -2% | . | -18 | -3%
COc1ccc(CNC(=O)CN(C(=O)CCC(=O)Nc2ccccn2)c2ccc(C)cc2)cc1 | -12% | -16% | 223%[activator] | 1% | 6% | 9% | 8% | -15 | 1%
CC(NCc1ccccc1OC1CCCC1)c1ccccc1 (stereo not drawn) | -3% | -18% | 19% | 2% | 29% | -10% | 11% | -61* | 1%
COc1ccc(C)cc1NC(=O)C1CCCN1S(=O)(=O)c1ccc2c(c1)CCC(=O)N2 (stereo not drawn) | -12% | 0% | 15% | 5% | -26% | ? | -1% | -20 | 1%
O=C(OCC1CCNCC1)c1ccc2c(c1)OCO2 | -27% | -9% | 122%[activator] | 3% | 89% | -5% | -3% | 2 | 1%
OC(COc1ccc2c(c1)OCO2)CN1CCN(c2ccccc2)CC1 (stereo not drawn) | -10% | -13% | -3% | 3% | 1% | -4% | -6% | -7 | -1%
O=C(Cc1ccc(F)cc1)N/N=C/c1ccc2c(c1)OCO2 | -21% | 4% | 7% | -5% | 90% | -8% | 3% | -6 | 0%
COc1ccccc1NC(=O)NC1CCCc2ccccc21 (stereo not drawn) | -17% | -1% | 51%[activator] | i | 15% | -6% | 29% | 5 | -3%
CC(C)CCn1c(-c2nonc2N)nc2ccccc21 | -4% | -20% | 5% | -6% | ? | -13% | -11% | -4 | -8%
Cn1c(SCc2ccc(F)cc2)nnc1-c1cccs1 | 1% | 6% | 30% | 10% | -2% | -23% | -3% | 11 | -4%
COc1ccc(NC(=O)COC(=O)CNS(=O)(=O)/C=C/c2ccccc2)cc1OC | 6% | -3% | 4% | -3% | . | . | -2% | 2 | .
Cc1cccc(NC(=O)C2CCN(S(=O)(=O)c3cccs3)CC2)n1 | 2% | 3% | 20% | -2% | 4% | -10% | 2% | 9 | -1%
COc1ccc(OC)c2[nH]c(=O)c(CCNC(=O)c3ccc4c(c3)OCO4)cc12 | -18% | -17% | 33%[activator] | 3% | -2% | -19% | 1% | 2 | 0%

Screening results: PubChem BioAssay, National Center for Advancing Translational Sciences (NCATS)

Only part of the results is shown. The share of hits here may be higher or lower than overall.
